Bioassay records deposited in PubChem by The Scripps Research Institute Molecular Screening Center.
PAFAH2 inh: inhibitors of human PAFAH2; inhibition, % at 3.39 µM; recombinant PAFAH2, FP-rhodamine activity probe, fluorescence polarization; hit rate 0.99% among 340,000; Q99487;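 active = inhibition above the mean over all tested compounds plus 3 SD, cut at about 30% in these data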;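 note: inhibitors block probe labeling of enzyme so polarization drops; 0% = enzyme with DMSO and 100% = wells lacking PAFAH2 protein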
PAFAH1B3 FP inh: inhibitors of human PAFAH1B3; Q15102; recombinant PAFAH1B3, FP-rhodamine probe, fluorescence polarization; inhibition, % at 3.39 µM; hit rate 0.28% among 340,000;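 active = inhibition above the screen-wide average of all tested compounds plus 3 SD, cut at about 25% in these data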;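 note: 0% = enzyme with DMSO only and 100% = wells lacking PAFAH1B3 protein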
Target sequence (Q15102 whole entry, looked up): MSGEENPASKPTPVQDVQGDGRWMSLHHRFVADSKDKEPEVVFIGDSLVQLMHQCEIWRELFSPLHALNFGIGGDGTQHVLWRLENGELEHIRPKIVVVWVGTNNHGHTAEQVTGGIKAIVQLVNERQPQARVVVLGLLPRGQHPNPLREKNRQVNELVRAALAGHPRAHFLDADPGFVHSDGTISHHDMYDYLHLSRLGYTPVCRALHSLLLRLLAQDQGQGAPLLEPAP
* marks the source's active call; other numbers are inactive results.

PAFAH2 inh	PAFAH1B3 FP inh	compound
-3	6	C=C(C)CSC1=C(C#N)C(c2ccccc2Cl)CC(=O)N1 (configuration not stated)
3	5	Oc1cccc(CN2CCOCC2)c1O
-4	4	NS(=O)(=O)c1cccc(NC(=O)CSc2nc3ccccc3c(=O)n2CC2CCCO2)c1 (configuration not stated)
10	5	FC(F)(F)c1ccc(-c2cccc3c2C2CC3CCN2)cc1 (configuration not stated)
1	7	Cc1cc(C)n2nc(C(=O)OCC(=O)Nc3cc(S(=O)(=O)N4CCOCC4)ccc3Cl)nc2n1
-2	7	COc1ccccc1-c1nnc(SC(C)C(=O)NCC2CCCO2)n1C (configuration not stated)
-6	8	CC(=O)Nc1ccc(C=NNc2nnc(NN=Cc3ccc(NC(C)=O)cc3)c3ccccc23)cc1
15	13	CSc1nc(=S)c2[nH]c(=S)[nH]c2[nH]1
4	5	CCN1CCN(S(=O)(=O)c2ccc(Cl)c(C(=O)N(C)CC(=O)Nc3c(C)cccc3C)c2)CC1
-11	7	CC(=O)c1ccc(OCCn2c(SCC(=O)O)nc3ccccc32)cc1
2	3	Cc1cccc[n+]1CC(=O)c1ccc([N+](=O)[O-])cc1
-1	7	O=C(C1=NNCC1c1ccc(Cl)cc1)C1CO1 (configuration not stated)
-1	3	O=C(Cn1c(=O)ccn(Cc2ccccc2)c1=O)Nc1cccc(S(=O)(=O)N2CCOCC2)c1
2	6	O=C1NC[C@H](Cc2ccccc2)N(C[C@H]2CCCN2C[C@H](Cc2ccccc2)N2C[C@H](Cc3ccc(O)cc3)N(CC3CCCCCC3)C(=O)C2=O)C1=O
6	4	CCOC(=O)C1C(=O)NC(C(=O)OCC)(C(=O)OCC)C1C(C)CC (configuration not stated)
-2	14	CCCCn1c(SCN2C(=O)c3ccccc3C2=O)nc2cc(S(N)(=O)=O)ccc21
2	6	COc1ccc(C=C2SC(=S)NC2=O)cc1
3	10	COc1ccccc1NC(=O)CN1CCN(CC(=O)Nc2ccc(Cl)c(C(F)(F)F)c2)CC1
-1	3	CCOc1cc(C#N)ccc1OCC(=O)NNC(=O)CC1CCS(=O)(=O)C1 (configuration not stated)
6	-5	CC1CC(=O)N(CCc2ccccc2)C(=O)C1
7	0	O=S(=O)(CC(O)(c1ccccc1)c1ccccc1)CC(O)(c1ccccc1)c1ccccc1
5	0	Cc1cc(C)cc(OC(C)C(=O)Nc2ccc3c(c2)n(C)c(=O)n3C)c1 (configuration not stated)
0	2	CCOC(=O)C1CCN(C(=O)c2ccccc2)C(CC)C1=O (configuration not stated)
11	10	CC(=O)C1CCC2C3CC(C)C4=CC(=O)CCC4(C)C3C(=O)CC12C (configuration not stated)
-2	-6	Fc1ccccc1Nc1nc(N2CCOCC2)nc(N2CCOCC2)n1
4	1	Cc1nc(SCC(=O)NCC2COc3ccccc3O2)c2c(C)c(C)sc2n1 (configuration not stated)
-6	-8	Nc1c(N(CCC2=CCCCC2)C(=O)COc2ccc(F)cc2Cl)c(=O)[nH]c(=O)n1Cc1ccccc1
0	2	O=c1c2sc3nc(N4CCOCC4)c4c(c3c2ncn1C(c1ccccc1)c1ccccc1)CCCC4
3	1	N#CC1=C(N)Oc2cc(N)ccc2C1c1cccc(Br)c1 (configuration not stated)
5	-1	O=C(CN1CSCC1=O)N1CCN(S(=O)(=O)c2cc(C(F)(F)F)ccc2Cl)CC1
10	6	O=C(c1cc2ccccc2[nH]1)N1O[C@@H]2C=C[C@H]1C2
3	4	CCc1nc2ccccc2c(C(=O)OCC(=O)N(CCOC)c2c(N)n(Cc3ccccc3)c(=O)[nH]c2=O)c1C
4	0	CCN(c1ccc(NC(=O)COC(=O)CCc2cc(OC)c(OC)c(OC)c2)cc1)C(C)C
21	0	Nc1nc2c(c(=O)[nH]1)C(c1cccc3ccccc13)C1=C(N2)c2ccccc2C1=O (configuration not stated)
0	3	CCCCn1c(N)c(N(C(=O)CSc2nnnn2-c2ccccc2C)C2CCCC2)c(=O)[nH]c1=O
-2	-1	CCC(C)Cn1cnc2c(SCc3ccccn3)nc(N)nc21 (configuration not stated)
3	11	CC(=O)Nc1ccc(SCC(=O)NNC(=O)CN(C)S(=O)(=O)c2ccc(C)cc2)cc1
1	-1	Cc1cccc(N(CC(=O)NCc2ccco2)C(=O)CCC(=O)Nc2ccccn2)c1
-15	-18	CCOC(=O)C(Cc1nc(OCc2ccccc2)cc(OCc2ccccc2)n1)=NO
2	8	CCCN(CC(=O)Nc1ccc(F)c(F)c1F)C(=O)Cc1ccc(OC)c(S(=O)(=O)N2CCOCC2)c1

A few values from the entries so far:
CC(=O)Nc1ccc(SCC(=O)NNC(=O)CN(C)S(=O)(=O)c2ccc(C)cc2)cc1 @ PAFAH2 inh = 3
CCN(c1ccc(NC(=O)COC(=O)CCc2cc(OC)c(OC)c(OC)c2)cc1)C(C)C @ PAFAH1B3 FP inh = 0
CCCCn1c(N)c(N(C(=O)CSc2nnnn2-c2ccccc2C)C2CCCC2)c(=O)[nH]c1=O @ PAFAH2 inh = 0

Remaining list, next part:
PAFAH2 inh	PAFAH1B3 FP inh	compound
0	5	CC(C)N1CCN(c2ccc(S(=O)(=O)N3CCOCC3)cn2)CC1
5	1	Cc1cc(C)c(CN2CCN(CCCn3cnc(C(=O)Nc4ccc(C)c(C)c4)n3)CC2)c(C)c1
6	9	O=c1[nH]c2ccc(S(=O)(=O)Nc3ccc(Cl)cc3)cc2o1
13	0	COc1cc2nc(NC(=O)c3ccccc3)sc(=O)c2cc1OC
0	12	CSc1ccc(S(=O)(=O)N2CCC(C(=O)NCCc3ccccc3)CC2)cc1
-7	3	CCCCOc1ccc(CN2CCSCC2)cc1
-2	2	CCc1ccc(NC(=O)N2CCc3ccccc3C2)cc1
4	5	CCCN1CCC(=O)N([C@H](CSc2ccc(C)cc2)Cc2ccccc2)CC1
3	-1	Cc1ccc(Cn2ncc3c(NN)ncnc32)cc1
4	-12	CC(=O)N[C@H]1[C@H]([C@H](O)[C@H](O)CO)O[C@](O)(C(=O)O)C[C@@H]1O
2	4	CCOC(=O)N1CCN(C(=O)c2cc3cc(OC)c(OC)cc3[nH]2)CC1
2	1	CC(=O)c1cccc(NC(=O)CCC(=O)c2ccc(F)cc2)c1
0	2	O=C1c2ccccc2NC(c2cccs2)N1O (configuration not stated)
7	-5	O=C(COC(=O)c1cc(Br)ccc1O)Nc1cc(S(=O)(=O)N2CCCC2)ccc1Cl
5	9	COc1ccc(/C=C2/SC(=S)N(Cc3ccccc3)C2=O)cc1O
-5	6	O=[N+]([O-])c1ccc(/C=N/Nc2ncc(Br)cn2)cc1
-5	5	CN1CCN(S(=O)(=O)c2cccc(C#N)c2)C(c2ccccc2)C1 (configuration not stated)
-8	4	CC(=O)NC(Cc1cccc(C)c1)C(=O)NC1CCN(C(=O)NCc2ccccc2)CC1 (configuration not stated)
2	6	Cc1c2cnccc2c(C)c2c1oc1ccccc12
-5	-1	CC(C)CC1NC(=O)N(CC(=O)Nc2ccc(OC(F)F)cc2)C1=O (configuration not stated)

Looked up by compound from the entries so far (three):
PAFAH2 inh	PAFAH1B3 FP inh	compound
4	1	Cc1nc(SCC(=O)NCC2COc3ccccc3O2)c2c(C)c(C)sc2n1 (configuration not stated)
3	4	CCc1nc2ccccc2c(C(=O)OCC(=O)N(CCOC)c2c(N)n(Cc3ccccc3)c(=O)[nH]c2=O)c1C
-4	4	NS(=O)(=O)c1cccc(NC(=O)CSc2nc3ccccc3c(=O)n2CC2CCCO2)c1 (configuration not stated)

Next section.
PAFAH2 inh	PAFAH1B3 FP inh	compound
5	4	CC(=O)C12CCCCC1CC1[C@@H]3CC(C)C4=CC(=O)CC[C@]4(C)C3CC[C@@]12C (some centres not stated)
-5	6	COc1ccc(-c2nnc(-c3ccc4ccccc4c3)o2)cc1
5	-6	CC(=O)Nc1ccc(S(=O)(=O)Nc2cc(S(=O)(=O)N3CCCCC3)ccc2O)cc1
3	12	O=C(Cc1ccc(NC(=O)C2CCN(C(=O)C3CCCC3)CC2)cc1)Nc1ccc(C(=O)N2CCOCC2)cc1
2	8	O=C(CCCC(=O)NN=Cc1cccc(O)c1)NN=Cc1cccc(O)c1
7	10	O=C(C1CCCN(C2CC(=O)N(c3ccc(Cl)cc3)C2=O)C1)N1CCCC1 (configuration not stated)
6	8	C#Cc1ccc(CN2CCC(Oc3cc(C(=O)NC4CC4)ccc3OC)CC2)cc1
12	11	CCC(CC)C(=O)OCC(=O)C1(O)CCC2C3CCC4=CC(=O)CCC4(C)C3C(O)CC21C (configuration not stated)
-1	8	O=C(NCc1ccccc1Cl)C1CCCN1C(=O)NC1CCCCC1 (configuration not stated)
-5	-2	CCOC(=O)c1cc(C(=O)NNC(=O)c2cccc([N+](=O)[O-])c2)c(C)nc1C
-5	-2	O=C(O)c1cc(=O)n(Cc2ccccc2)c(=O)[nH]1
-1	6	CCN1CCN(C/C(C)=C/c2ccccc2)CC1
-5	1	COc1ccc(N(C(=O)c2snc(C(N)=O)c2N)C(C(=O)NCc2ccccc2)c2ccc(O)cc2)cc1OC (configuration not stated)
-4	-10	Cc1ccc(Cl)cc1N1CCN(C(=O)c2cccc3c(=O)c(C)c(-c4ccccc4)oc23)CC1
0	9	CCN1CCN(c2ccc(NC(=O)c3ccc(Br)o3)cc2)CC1
7	4	COc1ccccc1-c1cccc([C@@H]2C[C@H]3[C@H](CON3C)CN2C(C)=O)c1
-5	2	O=C(NCc1ccccc1)c1ccc(NC(=O)C2CC2)cc1
-1	8	CCOC(=O)c1oc2c(CN3CCN(C)CC3)c(O)c(CC)cc2c(=O)c1-c1nc2ccccc2s1
2	7	COc1cc(C(c2c(NC(=O)c3ccco3)sc(C)c2C)N2CCOCC2)cc(OC)c1OC (configuration not stated)
-1	2	COc1ccc(OCc2nc(C#N)c(N3CCN(c4ccc(OC)cc4)CC3)o2)cc1
29	4	CCCc1nc2sc3ccccc3c(=O)c2c(=O)n1Cc1ccco1
-10	6	O=[N+]([O-])c1cccc(Oc2ncccc2[N+](=O)[O-])c1
1	1	O=C(c1ccc([N+](=O)[O-])cc1)N1CCOCC1
18	19	O=S(=O)(O)c1cc2onnc2c2ccccc12
-5	4	CN[C@@H]1CC[C@H](c2ccc(Cl)c(Cl)c2)c2ccccc21
68*	52*	COc1cccc2c1C(=O)c1c(O)c3c(c(O)c1C2=O)CC(O)(C(C)=O)CC3OC1CC(O)C(O)C(C)O1 (configuration not stated)
1	5	CCn1c(=S)[nH]c2c(c1=O)C(C)(C)Cc1ccccc1-2
-1	1	CN(Cc1ccccc1)C(=O)c1ccc2c(c1)NC(=O)C(N1CCOCC1)S2 (configuration not stated)
2	-2	Cc1ccc(NS(=O)(=O)c2cccc(C(=O)NC3CCN(Cc4ccccc4)CC3)c2)cc1
5	19	CN(C)CCn1c(NCc2ccc3c(c2)OCO3)nc2ccccc21
-2	3	Oc1ccc2ccccc2c1CN1CC2CCC(CC2)C1
1	6	COC(=O)c1cc2c(n(Cc3ccccc3)c1=O)CCCC2=O
8	4	CCCCn1c(N)c(N(CCOC)C(=O)CCNC(=O)NC23CC4CC(CC(C4)C2)C3)c(=O)[nH]c1=O
1	6	O=C(COc1ccccc1O)NC1CCCC1
8	8	CCC1(c2ccc(OC)cc2)NC(=O)N(CC(=O)N2CCc3ccccc32)C1=O (configuration not stated)
-2	-1	Cc1ccc(O)c(NC2=C(Cl)C(=O)N(Cc3ccccc3)C2=O)c1
4	2	CN(CCc1ccccn1)C(=O)c1ccc(OC2CCN(Cc3ccccn3)CC2)cc1
4	9	CC(C)NC(=O)C1(N2C(=O)c3ccccc3C2=O)CCCC1
-5	-3	CCCCN(C(=O)c1cc(S(=O)(=O)N2CCCCC2)ccc1Cl)c1c(N)n(CC(C)C)c(=O)[nH]c1=O
-2	-4	COc1ccccc1N(CC(=O)Nc1ccc(Br)cc1F)S(=O)(=O)c1cccs1

Ordered by length of the SMILES (lowest first): part of the list above.
PAFAH2 inh	PAFAH1B3 FP inh	compound
-2	3	Oc1ccc2ccccc2c1CN1CC2CCC(CC2)C1
4	9	CC(C)NC(=O)C1(N2C(=O)c3ccccc3C2=O)CCCC1
-2	-1	Cc1ccc(O)c(NC2=C(Cl)C(=O)N(Cc3ccccc3)C2=O)c1
4	2	CN(CCc1ccccn1)C(=O)c1ccc(OC2CCN(Cc3ccccn3)CC2)cc1
8	4	CCCCn1c(N)c(N(CCOC)C(=O)CCNC(=O)NC23CC4CC(CC(C4)C2)C3)c(=O)[nH]c1=O
-5	-3	CCCCN(C(=O)c1cc(S(=O)(=O)N2CCCCC2)ccc1Cl)c1c(N)n(CC(C)C)c(=O)[nH]c1=O

More structures follow.
PAFAH2 inh	PAFAH1B3 FP inh	compound
-7	4	Nc1ncc(C(=O)O)c(-c2ccccc2)n1
10	5	O=C(COC(=O)CCC(=O)c1cccs1)NCc1ccco1
3	2	O=C(c1cccc(Cl)c1)N1CCC2CC1c1cc(-c3ccccc3)ccc12 (configuration not stated)
-3	-3	CCn1c(=O)c2c(nc(SCc3ccccn3)n2C)n(C)c1=O
0	7	CC(CN1CCN(CC(C)C(=O)c2ccccc2)CC1)C(=O)c1ccccc1 (configuration not stated)
1	2	O=C(Cn1ccc([N+](=O)[O-])n1)NCC1CCCO1 (configuration not stated)
-1	5	COc1cc(OC)c(NC(=O)N2CCOCC2)cc1Cl
10	3	CC(Sc1ncccn1)C(=O)N1CCc2ccccc21 (configuration not stated)
10	2	O=C(CSc1ccc2nnc(-c3ccncc3)n2n1)Nc1nccs1
-4	-1	Cc1ccc(Cc2ccccc2C(=O)O)cc1
-1	4	Cc1onc(-c2ccccc2Cl)c1C(=O)N1CCCCCC1

The list is partial; count on the stated rates, not on these rows.
